Assay outcomes from PubChem BioAssay.
Rac1 act GTP bind = GTP binding modulators of activated mutant Rac1, primary screen, biochemical, bead-based flow cytometry, multiplex, fluorescent GTP. Ras-related C3 botulinum toxin substrate 1 (Homo sapiens), P63000. GST-Rac1 activated beads; actives lie on both sides; 100% means binding = to untreated wells. percent activity (GTP binding), % at 10 µM. 190,000 compounds, 0.11% hits. AID 764, 2007;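 active = GTP binding at least 20 percentage points away from the 100% baseline, in either direction, so actives lie on both sides; inconclusive = Compound likely fluorescent itself, or too few beads counted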
ABCG2 block = ABCG2 efflux pump inhibitors, primary screen, multiplex with ABCB1, IgMXP3 cells, flow cytometry; Broad substrate specificity ATP-binding cassette transporter ABCG2 (Homo sapiens), Q9UNQ0; JC-1 efflux; inhibition, % at 6.6 µM; 190,000 compounds, 0.1% hits; AID 1325, 2008;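 active = inhibition above 80%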;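 also: 0% = DMSO and 100% = nicardipine control wells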
Target sequence (Q9UNQ0 whole entry, looked up): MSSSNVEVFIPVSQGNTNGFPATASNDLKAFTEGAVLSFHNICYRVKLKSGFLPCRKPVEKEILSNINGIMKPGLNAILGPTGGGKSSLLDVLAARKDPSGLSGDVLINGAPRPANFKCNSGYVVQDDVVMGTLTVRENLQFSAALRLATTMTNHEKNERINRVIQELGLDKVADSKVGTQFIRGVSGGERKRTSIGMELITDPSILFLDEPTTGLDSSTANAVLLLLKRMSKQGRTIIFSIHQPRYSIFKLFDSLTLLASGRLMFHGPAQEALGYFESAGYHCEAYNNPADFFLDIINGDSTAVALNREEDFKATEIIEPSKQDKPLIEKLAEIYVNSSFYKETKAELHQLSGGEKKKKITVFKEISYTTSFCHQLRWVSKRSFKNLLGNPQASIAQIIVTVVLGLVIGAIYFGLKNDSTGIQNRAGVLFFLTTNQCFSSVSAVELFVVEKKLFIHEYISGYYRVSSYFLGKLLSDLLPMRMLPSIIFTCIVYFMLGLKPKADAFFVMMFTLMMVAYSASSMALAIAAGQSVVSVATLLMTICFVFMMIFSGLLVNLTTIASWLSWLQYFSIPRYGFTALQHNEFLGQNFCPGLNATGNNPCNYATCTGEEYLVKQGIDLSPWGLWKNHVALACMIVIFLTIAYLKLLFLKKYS
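System: two drug-resistant human cell lines, ABCG2 and ABCB1; controls: nicardipine high and DMSO low controls; times: 10 min exposure at 25 °C with rotation, no wash; detection: flow cytometry of retained JC-1 fluorescence; read-out basis: percent efflux inhibition, scaled nicardipine 100% to DMSO 0%; doses: one concentration, 6.6 µM final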
Cdc42 wt GTP = modulators of GTP binding to wildtype Cdc42, primary screen, biochemical, multiplex bead flow cytometry, Bodipy-GTP. Cell division control protein 42 homolog (Homo sapiens), P60953. GST-Cdc42 beads; actives lie on both sides. percent activity (GTP binding), % at 10 µM. 190,000 compounds, 0.2% hits. AID 761, 2007;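 active = percent activity GTP binding at least 20 points away from the 100% baseline, either down as inhibitor or up as activator; inconclusive = compound flagged as likely green fluorescent from well-wide comparison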;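 also: median bead fluorescence of bound Bodipy-FL-GTP at 100 nM; 0% = excess unlabeled GTP control and 100% = no compound control; below 100% means less GTP binding so inhibitor and above means activator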
Target sequence (P60953 whole entry, looked up): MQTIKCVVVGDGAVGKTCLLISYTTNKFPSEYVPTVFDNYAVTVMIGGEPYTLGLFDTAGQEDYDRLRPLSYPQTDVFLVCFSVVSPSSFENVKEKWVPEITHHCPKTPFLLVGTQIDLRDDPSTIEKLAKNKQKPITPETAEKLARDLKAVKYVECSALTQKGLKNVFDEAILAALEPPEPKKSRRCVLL
Rac1 wt modul = wildtype Rac1 GTP binding modulators, primary screen, biochemical, GST-Rac1 beads, flow cytometry, multiplex | Ras-related C3 botulinum toxin substrate 1 (Homo sapiens), P63000 | fluorescent GTP binding; actives lie on both sides; 0 = cold GTP competed, 100 = untreated | GTP binding activity (% of control), % at 10 µM | 190,000 compounds, 0.27% hits;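 active = GTP binding activity at least 20 points away from the 100% control level, either lower or higher; inconclusive = compound flagged as likely green fluorescent, judged across all proteins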
HRas wt GTP bind = modulators of GTP binding to HRas wildtype, primary screen, biochemical, bead-based flow cytometry, multiplex. GST-Ras wt beads, Bodipy-FL-GTP binding; actives lie on both sides. 190,000 compounds, 0.14% hits. AID 759, 2007. GTP binding activity, % at 10 µM. GTPase HRas (Homo sapiens), P01112;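 active = GTP binding activity at least 20% away from the 100% baseline, either lowered as inhibitor or raised as activator; inconclusive = flagged as likely green fluorescent, judged across all proteins in the well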;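 also: 0% = unlabeled GTP competition control and 100% = no-compound control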
Target sequence (P01112 whole entry, looked up): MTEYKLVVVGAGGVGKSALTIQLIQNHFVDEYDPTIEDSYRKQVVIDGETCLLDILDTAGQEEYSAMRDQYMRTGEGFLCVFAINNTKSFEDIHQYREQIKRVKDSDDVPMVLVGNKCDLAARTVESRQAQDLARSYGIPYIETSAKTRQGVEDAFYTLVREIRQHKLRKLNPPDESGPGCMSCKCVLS
Pf gamet viab = late stage P. falciparum gametocyte viability inhibitors, primary screen, ATP luminescence, HTS | inhibition, % at 10.9 µM | P. falciparum stage V gametocytes, 24 h | 150,000 compounds, 0.065% hits;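 active = inhibition above the mean plus 3 SD of compounds within the control limits, set per campaign, cut at about 38% in these data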;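 also: 0% = DMSO wells and 100% = medium only without gametocytes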
Avidin fluor = green autofluorescence of compounds with avidin beads – biophysical, 488/530 nm, flow cytometry, artefact control, profiling panel; fluorescence (KMESF) at 10 µM; 220,000 compounds, 0.38% hits; compound fluorescence 488/530 nm; active compounds read high; AID 1775, 2009; in the data active = fluorescence above about 47; also: inactives centre near 10
Rab7 wt modul = modulators of GTP binding to Rab7, primary screen, biochemical, wildtype, multiplex bead flow cytometry; GTP binding activity (percent of control), % at 10 µM; Rab7 GTPase wild type (dog), Bodipy-FL-GTP binding; 190,000 compounds, 0.055% hits; AID 758, 2007; GST-Rab7 beads, fluorescent GTP binding; actives lie on both sides; untreated = 100%, excess cold GTP = 0%;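 active = fluorescent GTP binding to Rab7 beads changed by at least 20 points from the 100% baseline, either direction, mostly lower; inconclusive = compound itself probably fluorescent, or too few beads counted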;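 also: median green fluorescence of bound Bodipy-FL-GTP per Rab7 bead population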
GSH bead fluor = compound fluorescence on glutathione beads, profiling panel, artefact control, biophysical, 488/530 nm, flow cytometry; GSH beads flow cytometry, compound fluorescence 488/530 nm; active compounds read high; fluorescence (KMESF) at 10 µM; 190,000 compounds, 0.25% hits; in the data active = fluorescence above about 89;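 also: glutathione beads carrying GST-tagged Bcl family fusion proteins plus one bare bead set; values are compound well signal with DMSO vehicle wells as background; inactives centre near 16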
ABCB1 inh = ABCB1 efflux pump inhibitors, primary screen, cell-based, multiplex, flow cytometry, ABCG2 counter-screen; ATP-dependent translocase ABCB1 (Homo sapiens), P08183; CCRF-Adr cells, JC-1 efflux; inhibition, % at 6.6 µM; 190,000 compounds, 0.067% hits; in the data active = inhibition above about 40%;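 also: 0% = vehicle and 100% = reference inhibitor; higher value means more JC-1 retained so stronger ABCB1 efflux block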
Rab2 wt GTP = modulators of GTP binding to Rab2A wildtype, primary screen, biochemical, dog, bead-based flow cytometry, multiplex | GST-Rab2 wt beads, Bodipy-GTP binding | GTP binding activity, % at 10 µM | 190,000 compounds, 0.19% hits;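 active = GTP binding activity at least 20 points away from 100%, either lowered or raised; inconclusive = signal likely due to the compound's own green fluorescence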;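 also: 0% = beads with excess unlabeled GTP and 100% = no-compound control corrected for plate trend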
Active calls of the source: *; ? = inconclusive; nt = no result given.

SMILES	Rac1 act GTP bind	ABCG2 block	Cdc42 wt GTP	Rac1 wt modul	HRas wt GTP bind	Pf gamet viab	Avidin fluor	Rab7 wt modul	GSH bead fluor	ABCB1 inh	Rab2 wt GTP
CCCn1ncc(CN2CCN(Cc3ccsc3)C(CCO)C2)c1C (stereo not drawn)	95	6	98	99	100	4	3	104	16	1.3	99
Cn1c(=O)c(C(=O)COc2ccc(C#N)cc2)c(N)n(Cc2ccccc2)c1=O	97	12	96	97	96	nt	12	93	12	0.1	96
CCN(CCNC(=O)C1CCN(S(C)(=O)=O)CC1)c1ccccc1	98	1	99	98	100	nt	13	101	48	0.1	101
C=CCSc1nc(=O)n2cccc(C)c2n1	98	4	100	102	100	nt	11	98	33	-0.5	98
Cc1ccc(N2CCN(C(=O)N3CCCC3)CC2)cc1C	93	1	86	88	87	-2	1	87	35	0.3	83
COc1ccc2c(c1)C(SCC(=O)NCCc1ccc(Cl)cc1)CC(C)(C)O2 (stereo not drawn)	99	16	103	103	98	nt	7	97	14	0.6	98
CSc1nnc(-c2cc3c(s2)-c2ccccc2CC3)o1	97	-1	99	98	99	18	7	97	29	-1.7	98
C=CCn1c(SCC(=O)NC2CCS(=O)(=O)C2)nc2scc(C3CC3)c2c1=O (stereo not drawn)	98	2	98	100	98	nt	6	96	52	0.8	96
COc1ccccc1-n1c(SCC(=O)Nc2ccc(C)cc2)nc(O)cc1=O	95	0	94	96	95	nt	13	94	48	0.1	94
O=C1C=C(NCc2ccco2)CCC1	102	-1	107	104	106	-17	17	106	22	-2.4	104
COCCNC(=O)C(=O)NCCN1CCOCC1	99	1	101	105	101	nt	19	94	24	0.7	97
CN(C(=O)Cc1c(C(=O)O)n(C)c2ccccc12)c1ccc(F)cc1	95	1	98	100	97	9	9	104	15	0.6	98
COc1cccc(C2CC(c3cccs3)=NN2C(=S)Nc2ccccc2)c1OC (stereo not drawn)	95	-1	95	96	97	nt	11	100	24	-0.2	99
CC1(c2ccccc2Cl)NC(=O)N(CC(=O)NC(=O)NCc2ccco2)C1=O (stereo not drawn)	99	6	102	110	101	nt	11	98	27	-0.6	99
COc1ccc(/C=C2/SC(=O)N(CCNC(=O)C3COc4ccccc4O3)C2=O)cc1 (stereo not drawn)	94	13	96	98	97	14	4	98	16	0.7	94
C(=N\Nc1ccccn1)/c1ccc2c(c1)OCCO2	97	15	97	99	96	-53	11	101	12	-0.2	96
COc1ccc(C)cc1NC(=O)c1cc2cc3ccc(C)cc3nc2o1	100	1	102	102	100	nt	7	98	21	0.1	99
O=C(CSc1nnc(CNC(=O)c2cccs2)o1)Nc1cccc(C(F)(F)F)c1	94	3	97	97	97	nt	15	96	47	0.1	97
CCc1nnc(NS(=O)(=O)c2ccc(NC(=O)OC)cc2)s1	94	0	98	97	97	0	5	92	nt	0.1	96
CSc1ncccc1C(=O)OCC(=O)c1cccc(Br)c1	96	8	96	103	99	-27	9	105	16	1.0	97
O=C1OC(c2ccco2)=N/C1=C\c1ccc(-c2cccc(C(F)(F)F)c2)o1	95	-5	95	98	95	-19	15	100	16	-0.9	97
COc1ccc(-c2cc(=O)oc3cc4occ(C)c4cc23)cc1	98	2	100	103	100	nt	9	102	12	0.0	101
Cc1ccccc1/C=N/NC(=O)Cn1cnc([N+](=O)[O-])n1	99	3	103	106	102	-1	28	98	37	-0.1	101
CCC(CC)c1nnc(NC(=O)CN2C(=O)c3ccccc3C2=O)s1	92	2	98	96	97	9	9	106	17	0.1	98
CN(CCc1nc2ccccc2[nH]1)Cc1nc(CC2CC2)no1	97	1	96	103	97	-1	11	94	13	0.3	95
Cc1ccc(NC(=O)CSc2nc3ccccc3c(=O)n2CCCC(=O)NCCCN2CCOCC2)cc1	93	3	94	97	93	0	6	92	24	0.0	93
C=CCc1ccc(OCCCCNC2CCCC2)c(OC)c1	98	0	97	99	97	-28	9	105	18	0.3	101
COc1ccc(C(=O)NCC(=O)NCC(c2ccco2)N(C)C)cc1OC (stereo not drawn)	99	-3	101	101	99	nt	6	96	14	-0.7	102
O=C(Nc1ccc(N2CCCC2)cc1)c1ccccc1F	102	0	102	108	104	nt	21	99	13	0.5	103
CCOC(=O)c1c(C)sc(Sc2ccc(Cl)cc2[N+](=O)[O-])c1OC	95	0	100	98	96	-20	5	98	31	0.1	94
Cc1ccc(OCc2nc(C#N)c(NCCCn3ccnc3)o2)cc1	98	17	102	104	100	nt	12	101	30	0.3	102
CC(=O)COc1cc(C)cc2oc(=O)c(C)c(C)c12	95	7	95	98	94	nt	23	95	19	0.8	94
CCN(CC)S(=O)(=O)c1cccc(NC(=O)COC(=O)c2cccs2)c1	95	0	95	94	100	-8	11	101	13	0.1	98
CCCc1nc2c(c(=O)c3ccccc3n2C)c(=O)n1C1CCCCCC1	96	31	101	100	99	-16	10	97	10	1.3	96
Cc1nc(NC2=NCN(CCCN3CCOCC3)CN2)nc2c(C)cccc12	98	1	97	98	97	nt	7	98	39	0.3	98
c1ccc2c(c1)NC1(CCCC1)n1c-2nc2ccccc21	98	7	98	99	98	-77	8	97	14	0.8	100
COc1ccc(CNC(=O)CN(c2ccc(OC)cc2)S(=O)(=O)c2c(C)nn(C)c2C)cc1	98	2	98	108	96	3	6	94	22	2.1	95
CCOC(=O)NC1(C(F)(F)F)NC(=O)N(Cc2ccco2)C1=O (stereo not drawn)	100	2	108	106	102	nt	12	98	13	0.6	102
O=C(Cc1ccccc1)Nc1cccc([N+](=O)[O-])c1	97	6	99	102	100	-18	10	105	11	0.4	98
COc1ccc(/C=N/Nc2nc(Nc3ccccc3)nc(N3CCCCC3)n2)cc1OC	97	0	99	99	100	-6	4	97	26	0.1	101
CCn1c(SCC(=O)C(C)(C)C)nnc1-c1cnccn1	99	4	102	106	101	nt	4	101	95*	1.0	101
CCOc1ccc(NC(=O)CCSc2ccc3ccccc3n2)cc1	95	1	98	96	95	13	11	95	14	-0.1	96
COc1ccc(C2=NN(c3nc4ccccc4s3)C(=O)C2)cc1	89	-1	88	89	93	-5	11	98	24	-0.3	92
O=C(NCCCN1CCOCC1)c1cc2c(s1)CSC2	103	-1	103	101	100	nt	9	103	15	-0.1	104
COc1ccc2c(CSc3nc4nc(C)cc(C)n4n3)cc(=O)oc2c1	99	1	98	98	98	-4	27	96	8	0.3	99
COc1ccc(C(=O)NCC23C=CC(O2)C2C(=O)N(Cc4ccccc4)C(=O)C23)cc1 (stereo not drawn)	96	2	97	96	97	-10	17	96	5	0.6	96
CC1CCCC(NC(=O)C2CCN(S(=O)(=O)N3CCOCC3)CC2)C1C (stereo not drawn)	97	1	100	100	100	15	9	101	15	0.3	101
O=C(O)COc1ccc(Br)cc1/C=C1/SC(=O)N(CC(=O)N2CCCC2)C1=O	?	0	?	?	?	-25	14	?	22	0.0	?
COc1ccc(NC(=O)COC(=O)Cn2nnc3ccccc32)cc1	99	6	98	98	97	nt	5	97	22	0.6	98
CCCn1c(=O)c(C(=O)OCC)c(O)c2cc(Br)ccc21	83	13	88	94	93	2	17	99	12	0.3	91
O=C(CCN1C(=O)c2ccccc2C1=O)Nc1ccc2c(c1)OCCO2	98	6	104	106	104	nt	15	102	33	1.1	101
Cc1ccc2c(c1)N(S(=O)(=O)c1ccc(F)cc1)C(C(C)(C)C)CO2 (stereo not drawn)	101	1	105	101	106	nt	10	100	15	0.1	104
O=S(=O)([N-]c1nc2ccccc2nc1-[n+]1ccccc1)c1ccc(Cl)cc1	92	0	94	94	95	-15	7	93	31	0.0	93
COCc1cc(C)n(CC(=O)NCc2ccccc2)c(=O)c1C#N	96	0	97	100	97	nt	21	101	11	0.3	98
Cc1ccc2nc(N(CCCN(C)C)C(=O)c3ccc(Br)s3)sc2c1	92	-1	94	96	96	-1	11	95	25	-0.7	98
CC(C)Oc1ccc(CNC(=O)CC(c2ccccc2)c2cc(Cl)ccc2O)cc1 (stereo not drawn)	98	4	100	100	98	4	36	98	17	0.8	97
N/C(=N\OC(=O)CCCOc1ccccc1)c1ccc([N+](=O)[O-])cc1	91	16	95	100	94	nt	9	107	14	0.6	99
COc1ccccc1N(CC(=O)NC(C)(C)C)C(=O)C1CSC(=O)C1 (stereo not drawn)	97	2	103	102	99	nt	11	98	26	0.2	100
c1ccc(-n2nnc3cnccc32)cc1	98	9	103	103	99	-17	37	96	21	0.4	96
CC(NC(=O)OCc1ccccc1)C(=O)N1CC(O)CC1C(=O)O (stereo not drawn)	96	0	96	97	97	-4	10	97	37	0.2	94
Next structures
SMILES	Rac1 act GTP bind	ABCG2 block	Cdc42 wt GTP	Rac1 wt modul	HRas wt GTP bind	Pf gamet viab	Avidin fluor	Rab7 wt modul	GSH bead fluor	ABCB1 inh	Rab2 wt GTP
COc1ccc(NS(=O)(=O)c2cccc3nonc23)c(OC)c1	96	10	98	102	99	16	6	96	23	0.7	98
CCOc1ccc(C(C)=O)cc1COC(=O)c1cnc(Cl)c(Cl)c1	94	9	95	96	95	-1	19	98	18	1.7	96
COc1cccc(C(=O)NCC2(c3ccccc3)CCCC2)c1	96	16	98	99	96	31	11	99	11	0.9	99
CCN1CCN(CCCNc2ncnc3nc[nH]c23)CC1	100	3	102	104	101	nt	7	98	25	0.6	101
O=C(O)CC(NC(=O)c1sc2ccccc2c1Cl)c1ccc(OC2CCCC2)cc1 (stereo not drawn)	?	0	?	?	?	5	23	?	9	-0.3	?
COc1cc(CNCc2cccs2)cc(Br)c1OC	101	-1	103	102	103	nt	17	97	17	0.0	104
